Source: PubChem BioAssay (National Center for Advancing Translational Sciences (NCATS))
BLM inh = inhibitors of human Bloom syndrome helicase BLM. AID 2528. actives 0.2% (n = 350,000). P54132. Potency, µM (highest dose often 56.1 µM), for inactives: top-dose activity change, negative = inhibition, most hits filed as inhibitors. recombinant BLM DNA unwinding, fluorescence dequenching;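 also: potency is read from the fitted curve at half-maximal effect; plate controls were vehicle for no effect and no enzyme for full effect; nearly all actives have a fitted effect of over 35% in size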
Pol kappa inh = blocks human DNA polymerase kappa activity | AID 588579 | purified Pol kappa, fluorescent DNA synthesis assay, 10 min | Potency, µM (top dose mostly 107 µM), without a hit: top-dose activity, negative = inhibition, hits mostly inhibitors | actives 0.53% (n = 400,000) | Q9UBT6; also: potency is read from the fitted curve at half-maximal effect; % is scaled to controls: 0 for no effect and ±100 for the full control effect
Target sequence (Q9UBT6 whole entry, looked up): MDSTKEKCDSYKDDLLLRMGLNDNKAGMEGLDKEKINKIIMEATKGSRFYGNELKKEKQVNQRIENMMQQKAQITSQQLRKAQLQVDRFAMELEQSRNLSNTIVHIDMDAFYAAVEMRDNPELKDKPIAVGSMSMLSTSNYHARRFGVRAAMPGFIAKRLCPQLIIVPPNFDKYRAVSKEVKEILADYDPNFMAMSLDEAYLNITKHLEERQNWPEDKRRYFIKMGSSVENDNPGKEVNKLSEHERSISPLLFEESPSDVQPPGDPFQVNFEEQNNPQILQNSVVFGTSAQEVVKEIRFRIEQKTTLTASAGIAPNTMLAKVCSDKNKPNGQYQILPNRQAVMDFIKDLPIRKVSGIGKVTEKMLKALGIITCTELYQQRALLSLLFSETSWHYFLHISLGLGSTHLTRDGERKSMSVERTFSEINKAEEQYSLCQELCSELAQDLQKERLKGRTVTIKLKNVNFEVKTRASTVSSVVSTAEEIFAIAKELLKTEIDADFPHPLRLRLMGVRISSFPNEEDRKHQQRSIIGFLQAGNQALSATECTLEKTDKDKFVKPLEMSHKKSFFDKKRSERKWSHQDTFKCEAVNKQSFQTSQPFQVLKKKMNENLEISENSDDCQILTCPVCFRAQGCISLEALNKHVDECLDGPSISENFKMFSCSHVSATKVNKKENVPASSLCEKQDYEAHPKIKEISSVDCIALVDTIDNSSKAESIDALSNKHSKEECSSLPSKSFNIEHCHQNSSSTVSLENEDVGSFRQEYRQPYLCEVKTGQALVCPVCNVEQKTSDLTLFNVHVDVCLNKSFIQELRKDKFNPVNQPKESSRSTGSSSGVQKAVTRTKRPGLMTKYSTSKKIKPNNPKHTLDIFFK
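Fluorescent qHTS in 1536-well format: enzyme (10 nM) and compound sat 15 min at room temperature before 50 nM substrate (final) was added. Signal taken at 0 and 10 min; no-enzyme buffer wells were negative controls.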
Pol eta inh = inhibitors of human DNA polymerase eta. recombinant Pol eta, fluorescent DNA replication assay. Potency, µM (doses to about 114 µM), inactives show at the highest dose activity change, negative = inhibition, actives largely listed as inhibitors. Q9Y253. actives 1.2% (n = 390,000); also: potency is read from the fitted curve at half-maximal effect; % is scaled to controls: 0 for no effect and ±100 for the full control effect
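Pol eta (10 nM) was preincubated with compounds for 15 min at room temperature, after which fluorescent replication substrate (50 nM final) was added to start the reaction. Fluorescence was read kinetically at 0 and 10 min.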
RXFP1 antagonist = blocks the human relaxin receptor RXFP1; Q9HBX9; HEK293-RXFP1, relaxin-stimulated cAMP HTRF, 30 min; hits give low values; activity change, negative = inhibition, % at 57.5 µM; actives 0.59% (n = 350,000); AID 1259400;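 active = activity change of -60% or lower, but not beyond a set lower limit; inconclusive = change between -60% and -40%, or beyond the set limit; inactive = change above -40%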; also: % is scaled to controls: 0 for no effect and ±100 for the full control effect
APE1 inh = APE1 (human) endonuclease inhibition; Potency, µM (titrated, usually from 65.8 µM), without a hit: at the top dose activity change, negative = inhibition, most hits filed as inhibitors; actives 0.35% (n = 350,000); P27695; recombinant APE1, TAMRA/BHQ-2 abasic DNA cleavage fluorescence; AID 2517;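 also: potency is read from the fitted curve at half-maximal effect; plate controls were vehicle for no effect and reference inhibitor for full effect; nearly all actives have a fitted effect of over 55% in size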
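Quantitative HTS: incision of a TAMRA/BHQ-2 double-stranded substrate bearing a tetrahydrofuran abasic site by 0.75 nM APE1 raises fluorescence. Substrate 50 nM final, added after 15 min compound preincubation at room temperature; progress as third-minus-first kinetic read difference.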
POLB inh = DNA polymerase beta (human) inhibition; P06746; Pol beta primer extension/strand displacement, fluorescence kinetic; Potency, µM (top dose mostly 114 µM), for inactives: at the highest dose activity change, negative = inhibition, most hits filed as inhibitors; actives 1.3% (n = 340,000); also: potency is read from the fitted curve at half-maximal effect; % is scaled to controls: 0 for no effect and ±100 for the full control effect
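Pol beta (10 nM) was preincubated with compound for 15 min at room temperature. The reaction was then started with 50 nM substrate and read immediately and after a further 10 min at room temperature.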
Apoferritin bind = candidate novel general anesthetic via apoferritin binding | P02791 | apoferritin/1-aminoanthracene competitive binding, fluorescence | Potency, µM (titrated, usually from 77.5 µM), for inactives: at the top dose activity change, negative = displacement, actives largely listed as inhibitors | actives 0.074% (n = 350,000) | AID 485281; also: potency is read from the fitted curve at half-maximal effect; % is scaled to controls: 0 for no effect and ±100 for the full control effect; nearly all actives have a fitted effect of over 20% in size
Target sequence (P02791 2-175 limits assumed): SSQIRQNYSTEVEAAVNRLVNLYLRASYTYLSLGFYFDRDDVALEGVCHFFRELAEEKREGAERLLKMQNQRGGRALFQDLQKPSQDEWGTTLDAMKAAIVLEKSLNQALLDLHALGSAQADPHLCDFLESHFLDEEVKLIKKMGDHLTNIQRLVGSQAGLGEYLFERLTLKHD
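Read-out: endpoint 1-AMA fluorescence, excitation 380 nm and emission 535 nm, after compounds sit 10 min at room temperature with 10 uM horse-spleen apoferritin in 50% saturated 1-AMA/PBS. Values come from four-parameter Hill fits.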
POLI inh = DNA polymerase iota (human) inhibition. Q9UNA4. Pol iota fluorescent replication assay, 10 min. Potency, µM (series often up to 115 µM), inactives show at the top dose activity, negative = inhibition, most hits filed as inhibitors. actives 1% (n = 390,000). AID 588590; also: potency is read from the fitted curve at half-maximal effect
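Pol iota at 10 nM preincubated 15 min with compounds at room temperature; reaction started with fluorescent substrate, 50 nM final. Fluorescence read kinetically at 0 and 10 min; buffer-only wells as negative control.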
PGK inhibitor = blocks T. brucei phosphoglycerate kinase; AID 602233; actives 0.043% (n = 380,000); P07378; Potency, µM (titrated, usually from 57.5 µM), inactives show at the highest dose activity change, negative = inhibition, actives largely listed as inhibitors; PGK/GAPDH coupled, Kinase-Glo luminescence, 60 min; also: potency is read from the fitted curve at half-maximal effect; % is scaled to controls: 0 for no effect and ±100 for the full control effect; nearly all actives have a fitted effect of over 60% in size
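Recombinant glycosomal PGK reaction used 1,3-bisphosphoglycerate generated in-well by GAPDH (100nM final) in 100mM TEA pH 7.6, 5mM MgCl2, 0.01% Tween-20. After 60 minutes at room temperature, ATP was read by Kinase-Glo Plus luminescence end-point.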
An asterisk follows results filed as active; i = inactive; ? = inconclusive; · = no result given; [ ] = remark or other dose. Unless noted, calls follow the shape of the dose curve; as a rule, active = well fitted curve in the direction sought with a large enough effect; inconclusive = small, poorly fitted or top-dose-only effect, or another doubt; inactive = no such curve, though single readings can be large; an effect the other way counts as inactive or inconclusive. The list is partial, so the mix of outcomes need not match the whole.

SMILES | BLM inh | Pol kappa inh | Pol eta inh | RXFP1 antagonist | APE1 inh | POLB inh | Apoferritin bind | POLI inh | PGK inhibitor
COc1ccc(NC(=O)C(NC(=O)/C=C\c2ccc3c(c2)OCO3)c2ccccc2)cc1 (stereo not drawn) | 0% | 3% | -5% | 2 | · | 11% | -8% | -9% | -3%
O=C1C2CC=C(Cl)CC2C(=O)N1CCC[n+]1ccccc1 (stereo not drawn) | 1% | -2% | -2% | -2 | -1% | 38% | -4% | 20% | 5%
Cc1ccc(C)c(S(=O)(=O)N2CCN(CC(=O)NC(=O)NCc3ccccc3)CC2)c1 | -4% | -5% | -6% | -5 | 12% | 8% | -5% | ? | 5%
COc1ccccc1C(=O)NCCOc1ccc(C)c(C)c1 | -5% | -1% | 6% | 5 | 35% | 2% | -8% | -8% | -4%
O=C(NCCN1CCOCC1)c1cc(-c2ccc(F)cc2)on1 | -1% | -4% | 3% | -10 | 13% | -3% | -5% | -1% | 5%
CC1CN(C(=O)COC(=O)c2ccc(NC(=O)CC#N)cc2)CC(C)O1 (stereo not drawn) | -3% | -12% | 11% | -6 | 1% | 9% | -14% | -11% | -1%
CCc1nnc(NC(=O)c2ccc(C)o2)s1 | -1% | 0% | 2% | 2 | -2% | 63% | -4% | 10% | 5%
CSc1ccc(NC(=O)/C=C/C(=O)O)cc1 | -6% | 1% | -16% | -19 | -3% | -2% | -7% | -2% | i
CCCN(CCC)C(=O)Cn1c(=O)n(-c2ccc(CC)cc2)c(=O)c2c3c(sc21)CCC3 | -7% | -16% | -9% | · | · | 3% | -13% | 18% | 5%
Cc1ccc(Cl)cc1N1CCN(C(=O)C2(S(=O)(=O)c3ccc(Cl)cc3)CC2)CC1 | -12% | -8% | -18% | 1 | 0% | 10% | -1% | 8% | -4%
COc1ccc(C(=O)Nc2ccccc2C(=O)O)cc1NC(=O)C(c1ccccc1)c1ccccc1 | -7% | -19% | 89µM* | -24 | -3% | ? | 7% | 7% | -4%
O=C(CNC(=O)N1CC(=O)Nc2ccccc21)Nc1cc(Cl)ccc1Cl | 1% | 1% | -7% | 4 | 37% | 39% | -15% | -23% | i
CCOC(=O)C1=C(N)OC2=C(C(=O)CC(C)(C)C2)C1C1CCCCC1 (stereo not drawn) | -12% | -6% | -15% | ? | -6% | 8% | ? | 7% | 0%
CN1CCN(S(=O)(=O)c2ccc(NC(=S)NC(=O)c3ccc(Cl)cc3)cc2)CC1 | -1% | -26% | ? | · | -4% | -3% | ? | ? | -2%
CC(C)[C@H](NC(=O)c1ccc(Cl)c([N+](=O)[O-])c1)C(=O)NCc1ccc(Cl)cc1Cl | -3% | -6% | -7% | -10 | -3% | 1% | ? | 7% | -4%
Cc1nn(-c2ccccc2)c(N2CCCC2)c1/C=N/NC(=O)c1cc(-c2cccs2)nc2ccccc12 | -3% | -24% | -5% | 0 | -3% | -1% | 1% | 3% | 2%
CC(C)C1Oc2ccccc2N(CC(=O)NC2CCCCC2)C1=O (stereo not drawn) | -5% | -1% | -6% | -13 | 46% | -12% | -2% | 35%[activator] | 4%
COc1ccc(-c2ccc(=O)n(CC(=O)Nc3cc(OC)ccc3OC)n2)cc1 | 1% | -15%[60.1 µM] | -19% | 0 | · | 0% | ? | 22% | -6%
O=C(O)COc1ccc(Br)cc1CP(=O)(c1ccccc1)c1ccccc1 | 0% | -17% | -6% | -5 | -2% | 4% | -2% | 21% | -5%
CCn1cc(C(=O)O)c(=O)c2cc(F)c(N3CCN(S(=O)(=O)c4ccc(NC(C)=O)cc4)CC3)cc21 | -1% | -37% | ? | -2 | 0% | 20µM* | -9% | -19% | 5%
COc1ccc(C(=O)NC(=S)Nc2ccc(N3CCOCC3)cc2)cc1Cl | -8% | -19% | -13% | 4 | -14% | 10% | -2% | 6% | -3%
CC(=O)N(Cc1cccnc1)c1cccc(-c2nc3ccccc3s2)c1 | -9% | 3% | 1% | -39 | 1% | 16% | -13% | 131%[activator] | 3%
C[C@@H](C(=O)Nc1nc(-c2ccccn2)cs1)N1C(=O)C2CCCCC2C1=O (stereo partly drawn) | -5% | -15% | 13µM* | -13 | -7% | 13µM* | -8% | 7.1µM* | -8%
COCCNC(=S)N1CCCC(CO)C1 (stereo not drawn) | 0% | 1% | -14% | 8 | -4% | 9% | 2% | 40%[activator] | i
CC(=O)Nc1ccc(S(=O)(=O)N(C)c2ccccc2)cc1 | 1% | -1% | -5% | -8 | -8% | 5% | ? | 7% | -6%
Cc1cccc(NC(=O)c2ccc(-n3cnc4cccnc43)cc2)c1C | -20% | 9% | 4% | · | · | 37% | -6% | 9% | -10%
O=C(Nc1ccc2c(c1)OCO2)[C@@H]1CCCN1S(=O)(=O)c1cccc2cccnc12 | · | -17% | -14% | · | 7% | · | · | 25% | -5%
CCC(=O)NC(=S)Nc1ccc(NC(=O)c2ccccc2[N+](=O)[O-])cc1 | -1% | -4% | -2% | -13 | 4% | 0% | -16% | 27% | i
CCN(CC)CCn1c(NCc2ccc(OC)cc2)nc2ccccc21 | -3% | -19% | -8% | -9 | 18% | 42% | -10% | 5% | i
O=S(=O)(c1c(F)cccc1F)N1CCCC2CCCCC21 (stereo not drawn) | · | -11% | -9% | -9 | -10% | · | · | -6% | 4%
CN(C)c1ccc(CN(C(=O)c2cc3ccccc3oc2=O)C2CCS(=O)(=O)C2)cc1 (stereo not drawn) | 0% | 9% | -6% | -14 | 8% | -2% | -9% | -6% | i
Cc1nn(-c2ccccc2)c(N)c1C(c1ccccc1)c1c(C)nn(-c2ccccc2)c1N | -2% | -2% | -20% | 8 | 1% | -12% | -6% | 8% | 2%
NC(=O)[C@@H]1CCCN1Cc1nc(-c2cccs2)no1 | -3% | 0% | 9% | -5 | 8% | 2% | -10% | 183%[activator] | 0%
CCCn1c(O)c(N=NC(=O)CNC(=O)c2cccnc2)c2ccccc21 | -2% | -9% | -1% | 9 | 1% | -2% | -9% | 28% | -5%
CC(=O)N(CCc1ccccc1C)Cc1cc2ccc(C)cc2[nH]c1=O | 0% | -5% | 4% | -14 | -10% | 7% | -12% | 72%[activator] | 0%
CN(CCOc1ccccc1)c1ccc(S(=O)(=O)N2CCCCC2)cn1 | -7% | -6% | -10% | -8 | ? | 12% | ? | 9% | 4%
COc1ccc(NC(=O)Cn2ccn(Cc3ccccc3)c(=O)c2=O)cc1Cl | -12% | -5% | 1% | 2 | · | ? | -15% | -8% | i
CN(CC(=O)NCc1ccccc1)Cc1ccc(Cl)cc1 | 0% | -6%[60.1 µM] | -2% | 0 | 12% | 20% | 6% | -16% | -8%
Cn1c(=NC(=O)C2=NNC(=O)CC2)sc2ccccc21 | -2% | 0% | -8% | -8 | -6% | 2% | -8% | 3% | -2%
Cc1ccccc1CSCCNC(=O)Nc1ccccc1 | -10% | 11% | -11% | -5 | -1% | -1% | ? | 12% | ·
CC(NC(=O)c1ccco1)C(c1cccs1)N1CCN(c2ccccc2)CC1 (stereo not drawn) | -3% | -6% | -1% | -1 | -3% | -7% | -15% | -12% | 1%
CC(=O)c1ccc(N2CCN(C(=O)c3ccc(Cl)c(NC4=NC5CS(=O)(=O)CC5S4)c3)CC2)cc1 (stereo not drawn) | 0% | 1% | -14% | 0 | 51% | 15% | 7% | -6% | -8%
O=C(Nc1ccc2c3c(cccc13)CC2)c1ccc(Br)o1 | 2% | -3% | -18% | · | 5% | 29% | -17% | 5% | -3%

Part of the list above, with values ahead of the structure:
BLM inh | Pol kappa inh | Pol eta inh | RXFP1 antagonist | APE1 inh | POLB inh | Apoferritin bind | POLI inh | PGK inhibitor | smiles
-3% | 0% | 9% | -5 | 8% | 2% | -10% | 183%[activator] | 0% | NC(=O)[C@@H]1CCCN1Cc1nc(-c2cccs2)no1
-2% | -9% | -1% | 9 | 1% | -2% | -9% | 28% | -5% | CCCn1c(O)c(N=NC(=O)CNC(=O)c2cccnc2)c2ccccc21
0% | -5% | 4% | -14 | -10% | 7% | -12% | 72%[activator] | 0% | CC(=O)N(CCc1ccccc1C)Cc1cc2ccc(C)cc2[nH]c1=O
-7% | -6% | -10% | -8 | ? | 12% | ? | 9% | 4% | CN(CCOc1ccccc1)c1ccc(S(=O)(=O)N2CCCCC2)cn1
-12% | -5% | 1% | 2 | · | ? | -15% | -8% | i | COc1ccc(NC(=O)Cn2ccn(Cc3ccccc3)c(=O)c2=O)cc1Cl
0% | -6%[60.1 µM] | -2% | 0 | 12% | 20% | 6% | -16% | -8% | CN(CC(=O)NCc1ccccc1)Cc1ccc(Cl)cc1
-2% | 0% | -8% | -8 | -6% | 2% | -8% | 3% | -2% | Cn1c(=NC(=O)C2=NNC(=O)CC2)sc2ccccc21
-10% | 11% | -11% | -5 | -1% | -1% | ? | 12% | · | Cc1ccccc1CSCCNC(=O)Nc1ccccc1
-3% | -6% | -1% | -1 | -3% | -7% | -15% | -12% | 1% | CC(NC(=O)c1ccco1)C(c1cccs1)N1CCN(c2ccccc2)CC1 (stereo not drawn)
0% | 1% | -14% | 0 | 51% | 15% | 7% | -6% | -8% | CC(=O)c1ccc(N2CCN(C(=O)c3ccc(Cl)c(NC4=NC5CS(=O)(=O)CC5S4)c3)CC2)cc1 (stereo not drawn)
